BLM inh – Bloom syndrome helicase (human) inhibition | P54132 | recombinant BLM DNA unwinding, fluorescence dequenching | Potency, µM (top dose mostly 56.1 µM), for the others: at the highest dose activity change, negative = inhibition, actives largely listed as inhibitors | actives 0.2% (n = 350,000);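 further: potency means the concentration at half of the fitted maximal effect; plate controls were vehicle for no effect and no enzyme for full effect; nearly all actives have a fitted effect of over 35% in size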
APE1 inh – blocks human APE1 abasic DNA cleavage; P27695; recombinant APE1, TAMRA/BHQ-2 abasic DNA cleavage fluorescence; Potency, µM (highest dose often 65.8 µM), without a hit: top-dose activity change, negative = inhibition, actives largely listed as inhibitors; actives 0.35% (n = 350,000); AID 2517;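 further: potency means the concentration at half of the fitted maximal effect; plate controls were vehicle for no effect and reference inhibitor for full effect; nearly all actives have a fitted effect of over 55% in size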
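Enzyme (0.75 nM final) and test compound are incubated 15 min at room temperature before adding 50 nM quenched THF abasic-site duplex. Cleavage dequenches TAMRA, followed at 525/598 nm over three reads one minute apart.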
Pol beta inh – blocks human DNA polymerase beta activity. P06746. Pol beta primer extension/strand displacement, fluorescence kinetic. Potency, µM (highest dose often 114 µM), without a hit: at the highest dose activity change, negative = inhibition, actives largely listed as inhibitors. actives 1.3% (n = 340,000). AID 485314; further: potency means the concentration at half of the fitted maximal effect; on the % scale 0 is the no-effect control and ±100 the full control effect
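Curves were derived by four-parameter Hill fits of normalized qHTS data. The kinetic fluorescent primer-extension read was taken at 0 and 10 min after 50 nM substrate, following a 15 min room-temperature preincubation of 10 nM enzyme with compounds.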
TRHR agonist – agonists of human TRH receptor. AID 493084. P34981. actives 0.18% (n = 360,000). activation, % at 2 µM. TRHR cells, calcium flux fluo-8, FDSS agonist mode; in the data active means activation above about 30%; further: 0% is about no effect
Target sequence (P34981 whole entry, looked up): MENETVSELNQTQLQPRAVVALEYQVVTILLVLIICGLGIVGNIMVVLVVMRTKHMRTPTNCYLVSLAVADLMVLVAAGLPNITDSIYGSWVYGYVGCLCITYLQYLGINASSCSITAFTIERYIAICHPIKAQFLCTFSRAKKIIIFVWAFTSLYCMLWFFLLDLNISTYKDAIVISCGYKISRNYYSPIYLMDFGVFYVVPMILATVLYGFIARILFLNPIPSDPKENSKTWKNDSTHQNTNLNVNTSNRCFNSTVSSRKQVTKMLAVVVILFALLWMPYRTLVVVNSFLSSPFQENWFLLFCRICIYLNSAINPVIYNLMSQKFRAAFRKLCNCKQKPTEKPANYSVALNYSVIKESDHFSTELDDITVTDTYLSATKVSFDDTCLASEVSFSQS
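TRHR-expressing cells loaded with fluo-8 calcium dye; 23 nL library compound pin-transferred, kinetic FDSS fluorescence (Ex 480/Em 530) recorded about 180 s for agonist-induced calcium release, before a 10 nM TRH EC20 addition for potentiator mode.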
Apoferritin bind – candidate novel general anesthetic via apoferritin binding | actives 0.074% (n = 350,000) | apoferritin/1-aminoanthracene competitive binding, fluorescence | Potency, µM (top dose mostly 77.5 µM), for the others: at the top dose activity change, negative = displacement, hits mostly inhibitors; further: potency means the concentration at half of the fitted maximal effect; on the % scale 0 is the no-effect control and ±100 the full control effect; nearly all actives have a fitted effect of over 20% in size
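Probe: 1-aminoanthracene (50% saturated, PBS). Protein: horse-spleen apoferritin, 10 uM. Incubation: 10 min, room temperature. Detection: 380 nm excitation, 535 nm emission. Analysis: normalized response, four-parameter Hill.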
Pol iota inh – inhibitors of human DNA polymerase iota; Pol iota fluorescent replication assay, 10 min; Potency, µM (series often up to 115 µM), inactives show top-dose activity, negative = inhibition, usual class: inhibitors; actives 1% (n = 390,000); AID 588590; further: potency means the concentration at half of the fitted maximal effect
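Pol iota at 10 nM preincubated 15 min with compounds at room temperature; reaction started with fluorescent substrate, 50 nM final. Fluorescence read kinetically at 0 and 10 min; buffer-only wells as negative control.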
12-LOX inh – blocks human arachidonate 12S-lipoxygenase; P18054; purified 12hLO, xylenol orange hydroperoxide absorbance; Potency, µM (highest dose often 108 µM), inactives show top-dose activity change, negative = inhibition, most hits filed as inhibitors; actives 1.1% (n = 580,000); AID 1671190; further: potency means the concentration at half of the fitted maximal effect; on the % scale 0 is the no-effect control and ±100 the full control effect
Target sequence (P18054 whole entry, looked up): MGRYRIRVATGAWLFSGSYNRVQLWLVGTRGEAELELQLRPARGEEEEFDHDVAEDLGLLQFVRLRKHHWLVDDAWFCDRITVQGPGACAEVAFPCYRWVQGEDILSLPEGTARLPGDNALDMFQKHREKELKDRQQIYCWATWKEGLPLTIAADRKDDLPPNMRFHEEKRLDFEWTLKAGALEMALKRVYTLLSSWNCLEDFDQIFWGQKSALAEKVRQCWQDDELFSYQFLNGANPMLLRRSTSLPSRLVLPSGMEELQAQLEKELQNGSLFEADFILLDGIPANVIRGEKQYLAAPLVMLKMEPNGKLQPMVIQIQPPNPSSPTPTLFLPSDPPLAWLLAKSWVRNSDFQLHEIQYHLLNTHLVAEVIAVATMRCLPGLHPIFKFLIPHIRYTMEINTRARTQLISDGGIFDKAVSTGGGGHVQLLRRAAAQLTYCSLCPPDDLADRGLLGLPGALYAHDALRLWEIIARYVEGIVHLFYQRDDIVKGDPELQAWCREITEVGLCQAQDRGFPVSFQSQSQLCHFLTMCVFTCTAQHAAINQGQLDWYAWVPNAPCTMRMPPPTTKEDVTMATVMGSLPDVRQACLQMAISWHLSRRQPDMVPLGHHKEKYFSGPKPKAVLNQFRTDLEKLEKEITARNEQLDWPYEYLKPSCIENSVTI
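Purified human 12hLO at 150 nM in 25 mM Hepes, 0.01% Triton X-100, pH 7.0, preincubated 15 min at room temperature with compound. Reaction started with 40 uM arachidonic acid, 30 min at room temperature. Hydroperoxide measured by Fe-xylenol orange, 573/405 nm absorbance ratio.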
ERG-DNA inh – blocks human ERG Ets domain binding to DNA. Potency, µM (top dose mostly 76.9 µM), for the others: at the top dose FP activity, negative = inhibition, hits mostly inhibitors. actives 0.028% (n = 370,000). fluorescence polarization, His-ERG Ets domain / labelled DNA; active means well fitted inhibition curve with a large enough effect in the polarisation, with a control signal flat; inconclusive means small, poorly fitted or top-dose-only effect, or effect the other way, or a change in a side signal; inactive means no such curve, though single readings can be large or run the other way; the % refers to the polarisation;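 further: polarization taken with two DNA probes labelled with fluorescein and Texas red; potency means the concentration at half of the fitted maximal effect; % of control where 0% means no effect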
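His-tagged ERG Ets domain (1 uM in the protein solution; 300mM KCl, 50mM Tris-HCl, 1mM EDTA, 1mM DTT, pH 7.5) received compound, then a probe mix of 5 nM fluorescein-DNA and 100nM Texas-615-DNA. Fluorescence polarization was read for both dyes.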
POLK inh – blocks human DNA polymerase kappa activity; Q9UBT6; purified Pol kappa, fluorescent DNA synthesis assay, 10 min; Potency, µM (highest dose often 107 µM), inactives show at the top dose activity, negative = inhibition, usual class: inhibitors; actives 0.53% (n = 400,000); AID 588579; further: potency means the concentration at half of the fitted maximal effect; on the % scale 0 is the no-effect control and ±100 the full control effect
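Here, compound and 10 nM enzyme are combined for 15 min at room temperature; adding 50 nM substrate (final) starts DNA synthesis, tracked by fluorescence at 0 and 10 min against buffer-only wells.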
Active calls of the source: *; ? = inconclusive; · = no result given; [ ] = dose if it differs, or a comment. Unless noted, the call rests on the fitted dose curve; in most records, active means well fitted curve in the direction sought with a large enough effect; inconclusive means small, poorly fitted or top-dose-only effect, or another doubt; inactive means no such curve, though single readings can be large; an effect the other way counts as inactive or inconclusive.

cpd | SMILES | BLM inh | APE1 inh | Pol beta inh | TRHR agonist | Apoferritin bind | Pol iota inh | 12-LOX inh | ERG-DNA inh | POLK inh
1 | Cc1[nH]c2ccccc2c1CC#N | -2% | 14% | 19% | 0.6 | 4% | 10% | -16% | 0% | -12%
2 | Clc1ccc(-c2csc(-c3ccncc3)n2)cc1 | -5% | -5% | -21% | 0.6 | -13% | 167%[activator] | 10% | 3% | 1%
3 | O=C(NCc1ccccn1)C1CCCN(S(=O)(=O)c2ccc(Br)cc2)C1 (centres undefined) | -1% | 3% | 10% | 0.3 | -18% | 3% | 73% | 3% | -3%
4 | Cc1cccc(C(=O)N[C@H](C(=O)Nc2ccc(C)c(S(=O)(=O)N3CCOCC3)c2)C(C)C)c1 | · | 38%[activator] | · | · | · | 13% | ? | -19% | -12%
5 | Cc1cc(=O)[nH]c(-n2ncc(C#N)c2N)n1 | 1% | -3% | 5% | 0.2 | -2% | 69%[activator] | 0% | 0% | -10%
6 | CC1CCN(C(=O)C2CCN(S(=O)(=O)c3cccs3)CC2)CC1 | 0% | -3% | 58% | 0.3 | -2% | 93%[activator] | 0% | 1% | 0%
7 | NC(=O)Cn1cnc2nc3n(c2c1=O)CCC3 | -7% | 6% | -1% | 0.2 | 1% | 107%[activator] | 0% | 3% | -2%
8 | COc1ccc(C(=O)/C=C/C(=O)N(CC(=O)NCCC(C)C)Cc2cccs2)c(O)c1 | -6% | 2% | -1% | -1.1 | ? | -20% | ? | 0% | -14%
9 | CC(NC(=O)c1ccc(F)cc1F)C1CC2CCC1C2 (centres undefined) | 1% | -6% | 25% | -0.5 | -22% | -6% | -17% | -5% | ?
10 | COc1ccccc1N1CCN(/N=C/c2ccccc2C(=O)O)CC1 | 1% | 1% | -3% | 0.3 | -1% | 4% | 1% | -1% | 3%
11 | CCOC(=O)CN1C(=O)S/C(=C/c2ccco2)C1=O | -6% | 17% | -6% | -0.1 | ? | 64%[activator] | 28% | 5% | -11%
12 | C=CCOc1ccc(Br)cc1CNC(C)(C)C | 36%[activator] | -3% | 0% | -0.5 | -4% | -1% | 0% | 1% | -7%
13 | CCOc1cc(/C=C2/SC(=S)N(CC3CCCO3)C2=O)ccc1O (centres undefined) | -13% | -10% | ? | 43* | -17% | 28µM* | 13% | 153%[activator] | -18%
14 | Cc1ccc(SCCC(=O)Nc2nccs2)cc1 | 2% | -2% | 10% | -0.6 | -6% | 54%[activator] | 2% | 10% | -5%
15 | NC(=O)CN1C(=O)C(=O)N(Cc2ccc(F)cc2)C1=O | -4% | 31% | -6% | 0.1 | 5% | -18% | 13% | -4% | 0%
16 | c1ccc(Oc2nc(-c3ccccn3)nc3ccccc23)cc1 | 2% | 12% | 31%[activator] | -1.3 | 7% | -20% | ? | 2% | -11%
17 | CCOc1ccc(NC(=O)CCc2c(C)nc3nc(-c4cc(OC)cc(OC)c4)nn3c2C)cc1 | 1% | · | -2% | -0.2 | -6% | 7% | -8% | -2% | -8%
18 | COc1cc(CC(=O)NC(c2ccccc2)c2ccccc2)cc(OC)c1OC | -2% | 39%[12.4 µM] | 3% | -0.7 | -14% | 182%[activator] | 13% | 13% | -1%
19 | CCOc1ccc(-c2nc3c(c(SCC(=O)N4CCCCC4)n2)Cc2cc(C)ccc2O3)cc1 | -4% | · | 0% | 0.6 | 5% | 9% | -22% | -1% | -19%
20 | CCN(C(=O)COC(=O)c1ccco1)c1c(N)n(Cc2ccccc2)c(=O)[nH]c1=O | · | 23% | · | 1.0 | · | 3% | -19% | -2% | -9%
21 | CC1(C)Cc2c(sc(NC(=O)c3ccc(C(=O)c4ccccc4)cc3)c2C(N)=O)C(C)(C)N1 | 4% | 3% | 42% | 3.2 | -6% | -21% | ? | 24% | -15%
22 | COc1ccc(CNC(=O)N2CCN(S(=O)(=O)c3ccccc3F)CC2)cc1 | 3% | 1% | -7% | 0.0 | -3% | 2% | -6% | 15% | -3%
23 | CCOC(=O)C1CCN(C(c2cccc(F)c2)c2c(O)cc(C)n(CCOC)c2=O)CC1 (centres undefined) | 2% | · | 2% | -0.3 | -15% | -3% | -16% | 0% | 0%[60.1 µM]
24 | Cc1cc(Nc2cc(C(=O)O)ccc2C)n2ncnc2n1 | 3% | -6% | 10% | 0.1 | 2% | 4% | -68% | -4% | 2%
25 | O=C1NC2(CCCCC2)C(=O)N1/N=C/c1ccc(O)cc1O | 1% | -4% | -3% | -0.9 | 29% | ? | 0% | -4% | -5%
26 | O=C(/C=C/c1ccc(S(=O)(=O)N2CCOCC2)cc1)NCCCn1ccnc1 | 1% | -9% | -3% | 0.8 | -4% | 31%[activator] | 17% | -4% | 0%
27 | Cc1cccc(Cn2ccn(Cc3ccc(Cl)cc3)c(=O)c2=O)c1 | -5% | · | 25µM* | -0.5 | ? | 7% | -28% | 5% | -2%
28 | Cc1ccc(CNC(=O)C(=O)NCC(c2cccs2)S(=O)(=O)c2ccccc2)cc1 (centres undefined) | -5% | · | -27% | 1.2 | ? | ? | ? | 0% | -1%[60.1 µM]
29 | COc1ccccc1NC(=O)CSc1nnnn1-c1ccccc1F | -4% | 28% | 29% | -0.3 | -8% | 1% | ? | 0% | 0%
30 | O=C(NC(=O)N1CCN(c2cccc(Cl)c2)CC1)c1ccc(Cl)cc1 | -9% | 16% | -17% | 3.2 | ? | -2% | -5% | 2% | -2%
31 | CN(C)CCN1C(=O)C(=O)/C(=C(/O)c2ccc(OCc3ccccc3)cc2)C1c1ccncc1 (centres undefined) | -2% | -2% | 5% | -1.0 | -20% | 12% | 5% | 0% | 3%
32 | O=C(c1ccc2c(Cl)c3c(nc2c1)CCCC3)N1CCN(c2ccc(Cl)cc2)CC1 | -5% | · | 2% | 0.0 | -6% | 35%[activator] | -15% | -2% | 5%
33 | CCc1ccc(C(=O)Nn2c(C)nc3ccccc3c2=O)cc1 | -4% | 1% | 43% | -0.5 | -8% | -19% | 0% | -5% | 5%
34 | CCC(C)NC(=O)C1CCCN(C(=O)NC2CCCCC2)C1 (centres undefined) | -3% | -3% | 2% | -0.2 | -7% | 13% | 0% | 1% | -8%
35 | COc1ccc(NC(=S)N(CCC(C)C)C2CCN(C(C)=O)CC2)cc1 | 1% | 65%[activator] | 17% | -0.9 | -7% | 28% | 1% | -1% | -10%
36 | CCOC(=O)c1c(NC(=O)Cc2ccccc2)sc2c1CCN(CC)C2 | -1% | 16% | 4% | 7.0 | -20% | -10% | 11%[57.4 µM] | 0% | -4%
37 | COc1ccc(C(=O)NC(C)c2nc3ccccc3n2C)cc1OC (centres undefined) | 4% | 1% | 3% | -0.6 | 7% | 7% | ? | 4% | -21%
38 | c1ccc(-c2nnc(SCC3CCCCO3)nc2-c2ccccc2)cc1 (centres undefined) | -3% | -4% | 1% | -1.4 | ? | 84%[activator] | 7% | 1% | -17%
39 | CSCCC(NS(=O)(=O)c1ccc2c(c1)oc(=O)n2C)C(=O)NCc1ccc(F)cc1 (centres undefined) | -4% | · | 30% | -0.1 | 12% | ? | -24% | 5% | -18%
40 | O=C(COc1ccc2ccccc2c1)Nc1cccc(C(=O)Nc2ccccc2C(=O)O)c1 | -3% | ? | 10% | 0.5 | -5% | -6% | ? | 1% | -7%
41 | Cc1cc(C(=O)N/N=C/c2cccc(OC(=O)c3ccco3)c2)n[nH]1 | -2% | -2% | 13% | 0.0 | -14% | 10% | -17% | 5% | -18%
42 | Cc1ccc(O)c(C(=O)c2cnc3c(c2)COc2ccccc2-3)c1 | -10% | -2% | -4% | -1.1 | -10% | 7% | 0% | 0% | -11%
43 | COc1ccc(NC(=S)N(Cc2ccc(Cl)cc2)Cc2ccc(C(=O)O)cc2)cc1Cl | 0% | 6% | 3% | 0.3 | -5% | 11% | ? | -5% | -7%
44 | O=C(CNC(=O)N1CC(=O)Nc2ccccc21)NCc1ccccc1 | -1% | 9% | -22% | 0.3 | -6% | 27% | 0% | -7% | -3%

In the list so far, these have fluorine.
cpd | SMILES | BLM inh | APE1 inh | Pol beta inh | TRHR agonist | Apoferritin bind | Pol iota inh | 12-LOX inh | ERG-DNA inh | POLK inh
9 | CC(NC(=O)c1ccc(F)cc1F)C1CC2CCC1C2 (centres undefined) | 1% | -6% | 25% | -0.5 | -22% | -6% | -17% | -5% | ?
15 | NC(=O)CN1C(=O)C(=O)N(Cc2ccc(F)cc2)C1=O | -4% | 31% | -6% | 0.1 | 5% | -18% | 13% | -4% | 0%
22 | COc1ccc(CNC(=O)N2CCN(S(=O)(=O)c3ccccc3F)CC2)cc1 | 3% | 1% | -7% | 0.0 | -3% | 2% | -6% | 15% | -3%
23 | CCOC(=O)C1CCN(C(c2cccc(F)c2)c2c(O)cc(C)n(CCOC)c2=O)CC1 (centres undefined) | 2% | · | 2% | -0.3 | -15% | -3% | -16% | 0% | 0%[60.1 µM]
29 | COc1ccccc1NC(=O)CSc1nnnn1-c1ccccc1F | -4% | 28% | 29% | -0.3 | -8% | 1% | ? | 0% | 0%
39 | CSCCC(NS(=O)(=O)c1ccc2c(c1)oc(=O)n2C)C(=O)NCc1ccc(F)cc1 (centres undefined) | -4% | · | 30% | -0.1 | 12% | ? | -24% | 5% | -18%

Only part of the results is shown; rates above refer to the full screens.
